# ERK EGF inh = qHTS Assay for Inhibitors of the ERK Signaling Pathway using a Homogeneous Screening Assay; Stimulation with EGF | HEK293-V1b, EGF-stimulated phospho-ERK AlphaScreen | Potency, µM (doses to about 11.5 µM), without a hit: top-dose activity change, negative = inhibition, usual class: inhibitors | 0.41% of 130,000 active; active means well fitted inhibition curve with a large enough effect; inconclusive means small, poorly fitted or top-dose-only effect, or effect the other way;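 further: plate controls were stimulated vehicle wells for no effect and unstimulated vehicle basal for full effect; nearly all actives have a fitted effect of over 55% in size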
#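 Phospho-ERK1/2 measured by AlphaScreen (SureFire) after 5 min 25 nM EGF stimulation of V1b-expressing HEK293 cells preincubated 30 min at 37C with titrated compounds; data scaled to DMSO and EGF controls, Hill-fitted AC50.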
# An asterisk follows results filed as active; ? = inconclusive; [ ] = another dose, or the depositor's remark. Potency means the concentration at half of the fitted maximal effect. These rows are one share of the data; count on the stated rates, not on these rows.
Structure,ERK EGF inh
COc1ccc(CN2CCNCC2)c(OC)c1OC,3%[25.7 µM]
CCCCn1c(O)c(/C=N/NC(=O)c2ccncc2)c(=O)[nH]c1=S,-5%[57.5 µM]
O=C1NC(c2cccnc2)Nc2sc3c(c21)CCCC3 (configuration not stated),-5%
Cc1ccc(-n2c(O)c(C=NCCN(C)C)c(=O)[nH]c2=O)cc1,13%
N#CCN1CCN(c2ccc(C(F)(F)F)cc2)CC1,2%
CCc1ccc(OCC(=O)N2CCN(Cc3ccc4c(c3)OCO4)CC2)cc1,3%
COc1ccc(C)cc1NC1=NCCCS1,-2%
C[N+](C)(C)c1ccccc1,3%
O=C(NCCCn1ccnc1)C(Cl)(Cl)Cl,-3%
O=C1NC(=O)N(CCC2=CCCCC2)C(=O)/C1=C\c1cccs1,?
CN1CCN(c2nc3ccccn3c(=O)c2C=C2C(=O)N(C)C(=O)N(C)C2=O)CC1,0%
CN(C)C(=O)Oc1c(Cl)cc(Cl)c2cccnc12,-10%
O=C(Nc1cccc(F)c1)N1CC[C@@]2(CCCN(C(=O)Oc3ccccc3)C2)C1,-4%
CC(=O)OC1CC(OC(C)=O)[C@]2(C)C(CC(OC(C)=O)[C@]3(C)C2CC[C@@]2(C)C(c4ccoc4)C[C@H]4O[C@]432)C1(C)C (some centres not stated),2%
N#Cc1ccc(/C=C/C(=O)O)cc1,8%[57.5 µM]
CN(C)C(CNC(=O)Cc1c(Cl)cccc1Cl)c1ccccc1 (configuration not stated),0%
CCCCC1C(=O)NC(=S)NC1=O,-5%
Cc1cccc(OCCn2cccc2/C=C2/C(=O)NC(=O)N(Cc3ccco3)C2=O)c1,5%[57.5 µM]
NCCCCCC(=O)OC1N=C(c2ccccc2Cl)c2cc(Br)ccc2NC1=O (configuration not stated),2%
CC12CN3CN(C1)CC(c1ccccc1)(C3)C2=O,-1%
C[C@@H]1C(=O)O[C@@H]2[C@H](O)C34[C@@H]5OC(=O)C3(O[C@H]3OC(=O)[C@H](O)C34[C@H](C(C)(C)C)[C@H]5O)[C@@]12O (some centres not stated),-8%
O=c1[nH]c2ccccc2o1,-23%
CN(C)C(=O)Oc1cccc(NC(=O)c2ccccc2C(F)(F)F)c1,11%[57.5 µM]
O=C(C/C=N\OCc1ccc([N+](=O)[O-])cc1)Nc1ccc(F)cc1F,?
N#CCCn1cc(C(=O)Nc2ccc([N+](=O)[O-])cc2)c(-c2ccc3c(c2)OCCO3)n1,1%
CN1C(=O)NC(=O)/C(=C/c2ccc([N+](=O)[O-])o2)C1=O,-14%[57.5 µM]
CCCc1nnc(NC(=O)CCC(=O)N2CCC3(CC2)OCCO3)s1,0%[57.5 µM]
COc1ccc(/C=C2/C(=O)NC(=O)N(Cc3ccco3)C2=O)cc1,-2%
C1CC[C@H]([C@@]23C[C@H](C[C@H]4CCCN[C@H]42)[C@@H]2CCCCN2C3)NC1,-1%
Cc1cc(N2CCCCC2)ccc1C=C1C(=O)N(C)C(=S)N(C)C1=O,1%
Cc1ccc(CN2CCN(Cc3ccccc3F)CC2)cc1,?
NCC#Cc1ccccc1,-2%
Cc1nonc1OCCNc1ccc([N+](=O)[O-])c2cccnc12,-5%
Cc1cc(OC(=O)N(C)C)nc(SCc2c(Cl)cccc2Cl)n1,5%[57.5 µM]
O=C1NC(=O)N(Cc2ccccc2)C(=O)/C1=C/c1cnn(-c2ccccc2)c1,3%
CCN1C(=O)C(=C/C=C/c2ccco2)C(=O)N(CC)C1=S,-5%
CN(C)C(=O)Oc1noc2cc(Cl)ccc12,1%[57.5 µM]
Clc1ccc(C(c2ccc(Cl)cc2)n2cc[n+](CC(OCc3ccc(Cl)cc3Cl)c3ccc(Cl)cc3Cl)c2)cc1 (configuration not stated),?
C=C1C(=O)O[C@@H]2C[C@@H](C)[C@@H]3C=CC(=O)[C@@]3(C)[C@@H](O)[C@H]12,?
Cc1ncc(CN2CCCC(C(=O)c3ccc(C(C)(C)C)cc3)C2)s1 (configuration not stated),-3%
CC(C)N(Cc1ccco1)/N=C/c1c(O)n(Cc2ccccc2)c(=O)[nH]c1=O,1%[57.5 µM]
OCC1OC(n2cnc3cc(Cl)c(Cl)cc32)C(O)C1O (configuration not stated),23%
C[N+]1(C)C2CCC1CC(OC(=O)c1ccccc1)C2 (configuration not stated),0%[57.5 µM]
CN(N)N=Nc1nc2c([nH]1)c(=O)n(C)c(=O)n2C,1%[57.5 µM]
c1ccc2nc(N3CCNCC3)ccc2c1,7%
CCN1CCN(C(=O)Cc2c(C)n(C(=O)c3ccc(Cl)cc3)c3ccc(OC)cc23)CC1,-3%
CCCC(=O)NC(Oc1ccc(OC)cc1)C(Cl)(Cl)Cl (configuration not stated),-11%
c1ccc2c(CN3CCCCCC3)c[nH]c2c1,-4%
COC(=O)[C@@H]1[C@@H](C(=O)OC)C2(c3ccccc3-c3ccccc32)N(c2ccc(Cl)cc2)N1C#N,-5%
O=C(NCCN1CCOCC1)c1ccc(Cl)nc1Cl,-12%
Cc1ccccc1N1C(=O)NC(=O)/C(=C/c2ccc(N3CCOCC3)o2)C1=O,5%[57.5 µM]
CCOC(=O)c1cc(C)sc1/N=C/C1C(=O)NC(=S)NC1=O,-1%
O=P(Nc1cccc(F)c1)(Oc1ccccc1F)Oc1ccccc1F,5%[57.5 µM]
BrCC1C[n+]2c(SCc3ccccc3)nc3sc4c(c3c2O1)CCCC4 (configuration not stated),-14%[57.5 µM]
CNC(C)C1CC[C@H](N)[C@@H](OC2C(N)C[C@H](N)[C@@H](OC3OC[C@](C)(O)C(NC)[C@H]3O)C2O)O1 (some centres not stated),10%
C[C@@]12CCC(=O)C=C1C=C[C@H]1[C@H]3CC[C@](O)(CCC(=O)O)[C@]3(C)CC[C@@H]12,6%[25.7 µM]
O=c1[nH]c(=O)n(Cc2ccccc2Cl)c(O)c1C=Nc1ccc(F)cc1,8%
C[C@]12CCC3C(CC[C@]4(O)CC(O)CC[C@@]34C=O)[C@]1(O)CCC2C1=CC(=O)OC1 (some centres not stated),9%
c1ccc(N2CC[C@@]3(CCCNC3)C2)nc1,5%
CN1C(=O)C(=Cc2ccccc2OCc2ccc(C(=O)O)cc2)C(=O)N(C)C1=O,-2%

# Random excerpt: two records from the list.
Structure,ERK EGF inh
C[C@@]12CCC(=O)C=C1C=C[C@H]1[C@H]3CC[C@](O)(CCC(=O)O)[C@]3(C)CC[C@@H]12,6%[25.7 µM]
CCN1CCN(C(=O)Cc2c(C)n(C(=O)c3ccc(Cl)cc3)c3ccc(OC)cc23)CC1,-3%

# Of the compounds above, seven contain an NH in an aromatic ring:
Structure,ERK EGF inh
CCCCn1c(O)c(/C=N/NC(=O)c2ccncc2)c(=O)[nH]c1=S,-5%[57.5 µM]
Cc1ccc(-n2c(O)c(C=NCCN(C)C)c(=O)[nH]c2=O)cc1,13%
O=c1[nH]c2ccccc2o1,-23%
CC(C)N(Cc1ccco1)/N=C/c1c(O)n(Cc2ccccc2)c(=O)[nH]c1=O,1%[57.5 µM]
CN(N)N=Nc1nc2c([nH]1)c(=O)n(C)c(=O)n2C,1%[57.5 µM]
c1ccc2c(CN3CCCCCC3)c[nH]c2c1,-4%
O=c1[nH]c(=O)n(Cc2ccccc2Cl)c(O)c1C=Nc1ccc(F)cc1,8%

# Next part.
Structure,ERK EGF inh
CCc1ccc(-c2nn(Cc3ccccc3)cc2C=O)cc1,-2%
CC/C=C\C[C@@H](/C=C/C=C\C/C=C\C/C=C\CCCC(=O)O)OO,-10%
O=c1[nH]c(=S)[nH]c(O)c1/C=N/N1CCOCC1,4%[57.5 µM]
CN1C(=O)c2ccccc2NC(=O)[C@]12O[C@@H]2c1ccccc1,1%[57.5 µM]
COP(=O)(C#Cc1ccccc1)C(O)c1ccc(Br)cc1 (configuration not stated),1%[57.5 µM]
COc1cccc(C(=O)C2CCCN(Cc3ccc4nsnc4c3)C2)c1 (configuration not stated),-3%[57.5 µM]
CCOC(=O)c1ccc(N=C(c2ccccc2)c2c(O)n(C)c(=O)n(C)c2=O)cc1,3%[57.5 µM]
CC1Cc2cc3c(cc2C(c2ccc(N)cc2)=NN1)OCO3 (configuration not stated),-6%
C=C1C/C(=C/C)C(=O)O[C@@H]2CCN3CC=C(COC(=O)[C@]1(C)O)[C@@H]23,6%
CN1CCN(C(=O)OC2c3nccnc3C(=O)N2c2ccc(Cl)cn2)CC1 (configuration not stated),-9%[57.5 µM]
O=C(N/N=C/c1c(O)n(Cc2ccc(F)cc2)c(=O)[nH]c1=O)c1ccccc1,9%[57.5 µM]
CCC[N+]12CCC(CC1)C(=C(c1ccccc1)c1ccccc1)C2,-3%
Cc1cccc(OCC(=O)N2CCN(Cc3ccc4c(c3)OCO4)CC2)c1,2%
O=c1cccc2n1CC1CC2CN(c2nc(N3CCCCC3)nc(N3CCCCC3)n2)C1 (configuration not stated),12%
CC1(C)S[C@H]2[C@@H](N)C(=O)N2[C@H]1C(=O)O,-3%
CCCCCCn1c(=O)c(C(=O)Nc2nc(CC(=O)OCC)cs2)c(O)c2ccccc21,8%[57.5 µM]
COc1ccc(NC(=O)N2CCC3(CC2)OCCO3)cc1OC,-8%
Cc1ccc(N2C(=O)NC(=O)/C(=C/c3ccoc3)C2=O)cc1,5%[57.5 µM]
CCN(CC)c1ccc(CNCCc2ccc(F)cc2)cc1,-4%
CN1CC[C@@]2(CCCN(C(=O)c3ccco3)C2)C1,9%
CCn1ccnc1CN1CCCC(C(=O)c2ccc(SC)cc2)C1 (configuration not stated),8%
C=CCn1c(O)c(C(C)=NCC2CCCO2)c(=O)[nH]c1=O (configuration not stated),7%[57.5 µM]
CC(NC(=O)Cc1cccc2ccccc12)C(=O)N1CCC(=O)CC1 (configuration not stated),-3%
COP(=O)(OC)C(Nc1ccccn1)c1ccccc1 (configuration not stated),1%
O=C1NC(=S)NC(=O)C1C1CCCCC1,-12%[57.5 µM]
C=COCCn1c(C)c(C(C)=O)c2cc(O)ccc21,10%
C[C@H](NC(C)(C)C)C(=O)c1cccc(Cl)c1,18%[25.7 µM]
CC[N+]12CCC(CC1)C(C(O)(c1ccccc1)c1ccccc1)C2 (configuration not stated),2%[57.5 µM]
C[C@@H]1C[C@@H](O)[C@@]2(O)[C@]13CC(=O)OC[C@]2(C)[C@@](C)(O)C(=O)C3,-5%
COc1ccc(N2C(=O)NC(=O)/C(=C/c3cccc(OC(=O)c4cccs4)c3)C2=O)cc1Cl,0%

# (cont.)
canonical_smiles | ERK EGF inh
COc1ccc(C(=O)C2CCCN(Cc3cccc(C)n3)C2)c(OC)c1 (configuration not stated) | -2%[57.5 µM]
c1ccc2sc(NC3=NCCN3)nc2c1 | 6%
O=C(COc1ccccc1)N1CCN(CCN2C(=O)c3cccc4cccc(c34)C2=O)CC1 | -8%[57.5 µM]
Cc1ccc(-n2c(C)cc(/C=C3/C(=O)NC(=O)N(Cc4ccco4)C3=O)c2C)cc1 | -2%
C=CCN1CCc2cccc3c2C1Cc1ccc(O)c(O)c1-3 (configuration not stated) | ?
O=C(CN1CCCCC1)c1ccc(F)cc1 | 1%[57.5 µM]
CC(C)COP(=O)(OCC(C)C)C(O)c1cccnc1 (configuration not stated) | 6%
CN1C[C@H](CO)C=C2c3cccc4[nH]cc(c34)C[C@H]21 | 13%[57.5 µM]
C=C1C(=O)O[C@@H]2C[C@@H](C)[C@@H]3C4OC4C(=O)[C@@]3(C)[C@@H](O)[C@H]12 (some centres not stated) | 3%[57.5 µM]
COC[C@H]1OC(=O)c2coc3c2[C@@]1(C)C1=C(C3=O)[C@H]2CCC(=O)[C@@]2(C)C[C@H]1OC(C)=O | -4%
Cn1cccc1/C=C1\C(=O)NC(=O)N(Cc2ccccc2)C1=O | -18%[57.5 µM]
O=C1NC(=O)C(=Cc2coc3ccccc3c2=O)C(=O)N1 | -10%
CC(=O)O[C@@H]1[C@H]2CC[C@@H]3[C@]1(C[C@@H](OC(C)=O)[C@@]1(O)C([C@@H]4O[C@@H]4C1(C)C)[C@]3(C)O)C[C@@]2(C)O (some centres not stated) | -2%
COc1ccc(C2(C#N)CCN(C)CC2)cc1 | 4%
N/C(=N\[N+](=O)[O-])NCCCC(NC(=O)CNC(=O)c1ccccc1)C(=O)O (configuration not stated) | -2%
CCOC(=O)c1sc(N=Nc2c(O)[nH]c(=O)[nH]c2=O)c(C(=O)OCC)c1C | 16%
O=C(c1ccc(Cl)cc1)C1CCCN(Cc2cccc3cccnc23)C1 (configuration not stated) | -9%
Cc1ccc(N/N=C/c2c(O)n(-c3ccccc3)c(=O)[nH]c2=O)cc1 | -7%
CCN(CC)P(=O)(Oc1ccccc1)Oc1ccccc1 | -7%[57.5 µM]
CCOC(=O)C(NC(=O)CCl)(Nc1ccc(C(O)(C(=O)OCC)C(F)(F)F)cc1)C(F)(F)F (configuration not stated) | -4%
CCCCn1c(O)c(C(=O)/C=C/c2ccc3c(c2)OCO3)c(=O)[nH]c1=O | -1%[57.5 µM]
COc1cc2c(cc1O)C[C@H]1c3c(cc(OC)c(O)c3-2)CCN1C | 3%
CCOC(=O)C1(CCOc2ccccc2)CCN(Cc2ccc(C)s2)CC1 | -14%
COc1ccc(CCNCc2ccc(C)s2)cc1OC | 5%
CCCCCn1c(=O)c(C(=O)Nc2cnccn2)c(O)c2ccccc21 | 8%
O=C1NCN(c2ccccc2)C12CCN(CCCOc1ccc(F)cc1)CC2 | -14%
Cc1nn(C)c(C)c1/C=C1/CC2C3CC=C4CC(O)CCC4(C)C3CCC2(C)C1=O (configuration not stated) | 5%
O=C1CC[C@@]2(O)C3Cc4ccc(O)c5c4C2(CCN3CC2CC2)[C@H]1O5 (some centres not stated) | 6%
C(#CCN1CCCCC1)COCc1ccccc1 | -1%
C[C@H]1C(=O)O[C@H]2CCN3CC=C(COC(=O)[C@](C)(O)[C@@]1(C)O)C23 (some centres not stated) | -4%
CC(C)c1ccc(N=Nc2c(O)[nH]c(=O)[nH]c2=O)cc1 | 11%[57.5 µM]

# Compound activity as filed in PubChem BioAssay.
